influenza NS1A – H1N1 influenza NS1A inhibitors, functional cell based assay (AID 504329). NS1A functional cell-based assay, percent inhibition; higher % means a stronger effect. one-dose inhibition, % at 12.5 µM; IC50 in µM for titrated hits. 340,000 compounds, 0.3% hits; in the data active = a potency from the dose series; inconclusive = inhibition above about 27% without an active follow-up result; also: strong numbers were not always called active
VEEV TC-83 Vero – inhibitors of VEEV TC-83 cytopathic effect, confirmation, Vero cells (AID 588727); Vero cells, VEEV TC-83 cytopathic effect inhibition; higher % means a stronger effect; one-dose inhibition, % at 20 µM; IC50 in µM for titrated hits; 350,000 compounds, 0.13% hits; in the data active = a potency from the dose series; inconclusive = inhibition mostly from about 14% at the one dose, without a potency; inactive = the rest, 99 in 100 with inhibition below about 12%; also: strong numbers were not always called active
M. tuberculosis – growth inhibition of non-replicating M. tuberculosis (AID 488890); Mycobacterium tuberculosis non-replicating, growth inhibition; higher % means a stronger effect; 320,000 compounds, 0.39% hits; one-dose inhibition, % at 25 µM; IC50 in µM for titrated hits; in the data active = a potency from the dose series; inconclusive = inhibition mostly from about 82% at the one dose, without a potency; inactive = the rest, 99 in 100 with inhibition below about 76%;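 also: plate controls were DMSO cells for no effect and high antibiotic wells for full effect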
PhoP GFP inhibition – PhoP regulon inhibitors, Salmonella typhi PhoP promoter GFP reporter, confirmatory (AID 1850); Salmonella Typhi PhoP-promoter GFP reporter, fluorescence, 4 h; higher % means a stronger effect; one-dose inhibition, % at 50 µM; IC50 in µM for titrated hits; 310,000 compounds, 0.33% hits; in the data active = a potency from the dose series; inconclusive = inhibition mostly from about 25% at the one dose, without a potency; inactive = the rest, 99 in 100 with inhibition below about 19%;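 also: 0% = induced wells with vehicle and 100% = uninduced wells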
M. tuberculosis HTS – M. tuberculosis growth inhibition, HTS (AID 449762); M. tuberculosis H37Rv growth inhibition, 7H9 media; higher % means a stronger effect; inhibition, % at 25 µM; hits with a dose series show IC50 in µM; 330,000 compounds, 0.59% hits; in the data active = a potency from the dose series; inconclusive = inhibition above about 70% without an active follow-up result;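 also: bacterial growth assessed after seven days of incubation; strong numbers were not always called active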
VEEV TC-83 Vero 10K pilot screen – recorded beside VEEV TC-83 Vero, whose call it bears; inhibition, %; measured here: 10K pilot screen inhibition
* = called active by the depositor; i = inactive; ? = inconclusive; nt = no result given. Rows are unselected; about 1.5% have a hit in one of these screens.

SMILES	influenza NS1A	VEEV TC-83 Vero	M. tuberculosis	PhoP GFP inhibition	M. tuberculosis HTS	others
O=C1NC(=O)/C(=C\c2ccc(OCc3ccccc3)cc2)S1	-7%	0.3%	60%	3%	6%
CC1(C)CC(=O)C2=C(C1)OC(N)=C(C#N)C2c1ccccc1OC(=O)N1CCOCC1 (stereo not drawn)	0%	i	19%	24%	-12%
COc1cc(OC)cc(N(C(=O)c2snc(C(N)=O)c2N)C(C(=O)NCC2CCCO2)c2ccc(C)o2)c1 (stereo not drawn)	-2%	0.9%	46%	2%	1%
Cc1ccc(C(=O)N2CCCC(CCC(=O)N3CCN(c4ccccn4)CC3)C2)cn1 (stereo not drawn)	-10%	1.1%	-2%	5%	-1%
O=c1[nH]cc(NCc2ccccc2)c(=O)[nH]1	-3%	1.2%	nt	nt	nt
CCn1c(SCC(=O)NNC(=O)c2ccc(OC)cc2)nnc1-c1cccnc1	0%	0.5%	16%	1%	4%
O=C(CSc1nc2[nH]c(=O)[nH]c(=O)c2s1)Nc1cccc(F)c1	-15%	2.4%	51%	nt	33%
CCC(CC)C(=O)Nc1cc([N+](=O)[O-])ccc1Cl	0%	i	-17%	-4%	5%
COc1ccc(C(c2c(C)n(C)n(-c3ccccc3)c2=O)c2c(C)n(C)n(-c3ccccc3)c2=O)cc1	15%	5.8%	-7%	-1%	3%
Cc1cccc(C)c1OCC(=O)Nc1cccc(C(=O)O)c1	0%	1.5%	6%	3%	0%
NC(=O)COC(=O)Cc1coc2cc3c(cc12)CCC3	7%	i	41%	-11%	2%
CS(=O)(=O)N1CCN(c2ccccc2NC(=O)c2cccc3ccccc23)CC1	4%	i	26%	-4%	-5%
CC1CCCCC1NC(=O)COn1nnc2ccc(Cl)cc21 (stereo not drawn)	-1%	5.3%	-5%	-11%	-5%
O=C(Oc1ccccc1)c1cccc2cccnc12	9%	1.9%	?	-13%	?
Cc1ccccc1/C=N/NC(=O)c1sccc1C	1%	0.5%	0%	-1%	-4%
Cc1ccc(C(C(=O)NC2CCCCC2)N(CC2CCCO2)C(=O)CNC(=O)c2ccco2)cc1 (stereo not drawn)	3%	0.1%	-1%	2%	-6%	VEEV TC-83 Vero 10K pilot screen=0.0
O=C(NCCc1ccccc1)[C@@H]1CC=C[C@@H]2CCN(C3CCCCC3)C(=O)[C@@H]21	-12%	0.0%	14%	-5%	4%
Cc1c(C)c2ccc(OC(C)C(=O)N[C@@H](Cc3c[nH]c4ccccc34)C(=O)O)c(C)c2oc1=O (stereo partly drawn)	5%	0.5%	-13%	26%	-6%
CC(=O)N1CCc2cc(S(=O)(=O)NCCC(=O)Nc3ccc4c(c3)OCCO4)ccc21	4%	i	0%	13%	-4%
CN(C(=O)CN1CCCCCC1)c1c(N)n(Cc2ccccc2)c(=O)[nH]c1=O	-9%	5.3%	2%	nt	-7%
CCOc1ccc(S(=O)(=O)N2CCOCC2)cc1NC(=O)C1CSC2(C)CCC(=O)N12 (stereo not drawn)	-5%	6.4%	-15%	3%	-9%
c1ccc(-n2nnnc2NCCc2c[nH]c3ccccc23)cc1	2%	5.4%	28%	8%	7%
COC(=O)Nc1sc2c(c1C(=O)NC1CC1)CCCCCC2	21%	i	3%	2%	4%	VEEV TC-83 Vero 10K pilot screen=1.6
CCc1ccccc1NC(=O)CSc1nnc(-c2ccco2)n1N	4%	2.5%	0%	-3%	-15%
Cc1ccc(S(C)(=O)=O)cc1S(=O)(=O)Nc1ccccc1	-3%	1.0%	-10%	14%	2%
CCCCCC(=O)Nc1cccc(S(=O)(=O)NC2=NCCC2)c1	-18%	2.1%	-7%	nt	-7%
Nc1nc(NC(=O)CCC(=O)O)nn1-c1ccccc1	-4%	i	-6%	9%	-15%
CN(C(=O)c1ccncc1)c1nnc(-c2ccccn2)s1	7%	1.3%	1%	2%	-9%
O=C(OCCc1ccccn1)c1cccc([N+](=O)[O-])c1	9%	1.4%	nt	nt	nt
O=C1NC(=O)C(Nc2cccc3ccccc23)S1 (stereo not drawn)	2%	0.7%	-14%	-13%	4%
Cc1cc(C)c(NC2=NCC(=O)N2C2CCCCC2)c(C)c1	5%	i	-9%	6%	-7%
CN1CCc2c(c3c(n2C)CCN(C)C3c2ccc(F)cc2)C1c1ccc(F)cc1 (stereo not drawn)	7%	i	4%	4%	-6%
Cc1ccc(C(=O)c2oc3ccccc3c2NC(=O)c2cc(-c3ccccc3O)n[nH]2)cc1	3%	3.5%	-9%	-12%	-9%
O=S(=O)(Nc1ncn[nH]1)c1ccc2ccccc2c1	1%	0.7%	9%	-7%	-1%
COC(=O)/C=C1/S/C(=N/NC(=O)c2ccccc2OC)NC1=O	4%	1.2%	-5%	4%	7%
CCO[C@H]1OC(C(=O)N2CCN(Cc3ccccc3)CC2)=C[C@@H](c2cn(C(C)=O)c3ccccc23)[C@@H]1CCCO	5%	5.3%	23%	-4%	2%
CC(C)C(=O)NC(c1ccco1)c1ccc2cccnc2c1O (stereo not drawn)	23%	7.0%	5%	-5%	5%
O=C(CN1C(=O)c2ccccc2S1(=O)=O)Nc1ccc(S(=O)(=O)N2CCCC2)cc1	0%	2.1%	1%	14%	-11%
CC(=O)Nc1ccc(S(=O)(=O)NCc2cc(=O)n(C)c(=O)n2C)cc1	2%	2.2%	-3%	9%	-1%
C=CCNC(=S)N(C1CCCCC1)C1CCCCC1	-7%	i	6%	-2%	2%
Cc1cc2c(s1)c1cnn(CC(=O)NCCc3ccccc3)c(=O)c1n2C	nt	nt	-1%	-4%	-5%
CCCCc1cc(=O)oc2cc(C)cc(OCC(=O)NC(Cc3ccc(Cl)cc3)C(=O)O)c12 (stereo not drawn)	-1%	2.0%	14%	11%	-10%
COc1ccc(C(C)=O)cc1COC(=O)CSCC(=O)Nc1ccc(C)cc1	-2%	0.4%	?	-2%	23%
CCOc1ccccc1C(=O)NCC(=O)NCC(c1ccc(OC)cc1)N1CCOCC1 (stereo not drawn)	-6%	1.5%	12%	-9%	-9%
COc1ccccc1-c1ccc(C(=O)O)o1	-2%	0.1%	3%	0%	8%
C/C(=N\S(=O)(=O)c1ccc(C)cc1)NC(=S)Nc1ccccc1	1%	2.6%	-4%	-8%	-6%
COC(=O)CN1C(c2ccccc2)=Nc2ccc(Cl)cc2C1c1ccccc1 (stereo not drawn)	3%	i	70%	-3%	55%
Cc1onc(-c2ccccc2)c1C(=O)c1c[nH]c(C(=O)NCc2ccccn2)c1	10%	i	-14%	14%	3%
O=C(NCC1CCCO1)C(c1cccs1)N(C(=O)c1ccc(-c2ccccc2)[nH]1)C1CCCC1 (stereo not drawn)	7%	6.1%	29%	-7%	-13%
Cc1ccccc1C(=O)N/N=C1/SCC(=O)N1Cc1ccc2c(c1)OCO2	-3%	i	4%	-3%	-1%
COc1ccc(C)cc1NC(=O)C(Sc1nncn1C)c1ccccc1 (stereo not drawn)	2%	1.3%	5%	-1%	4%
CC(=O)c1c(O)cc(=O)n(-c2ccccc2)c1-c1ccc(Cl)cc1	4%	1.6%	-4%	-3%	-2%
COc1ccc(C(=O)NC(=S)N2C[C@H]3C[C@H](C2)c2cccc(=O)n2C3)cc1OC	-2%	i	8%	12%	-5%
Cc1ccc(S(=O)(=O)N2CCC(C(=O)OC(C)C(=O)NC(N)=O)CC2)cc1C (stereo not drawn)	-24%	2.2%	-6%	7%	-1%
Clc1ccc(-c2nnc(NCc3ccccc3)c3ccccc23)cc1	-7%	3.2%	6%	0%	2%
COC(=O)CCN(C(=O)c1ccc(N2CCCCC2)c([N+](=O)[O-])c1)c1ccccn1	-10%	0.6%	-4%	-1%	-3%
CC(NC(=O)c1cccc(Cn2cc([N+](=O)[O-])cn2)c1)c1ccc(C(C)(C)C)cc1 (stereo not drawn)	-9%	i	26%	-2%	7%
CCn1c(=S)ccc2ccc(OC)cc21	3%	9.1%	-20%	-1%	-11%
CC(C)CN(C)C(=O)CCc1nnc(Cc2ccc(-c3ccccc3)cc2)o1	2%	i	59%	1%	6%
CC(C)=C1C2CCC1C1C(=O)N(c3nc(-c4ccc(F)cc4)c(C)s3)C(=O)C21 (stereo not drawn)	25%	5.0%	10%	-3%	0%

Remaining list, next part
SMILES	influenza NS1A	VEEV TC-83 Vero	M. tuberculosis	PhoP GFP inhibition	M. tuberculosis HTS	others
Cc1cc(C)c2c(=O)[nH]c(SCC(=O)Nc3cccc(S(=O)(=O)N(C)C)c3)nc2n1	-12%	3.0%	-7%	nt	3%
O=C(Cn1cnc2c(cnn2-c2ccc(Cl)cc2)c1=O)NCCc1ccccc1	-13%	i	-1%	8%	-3%
CC(Cc1c[nH]c2ccccc12)NC(N)=O (stereo not drawn)	-5%	0.3%	-4%	-16%	1%
O=C(Nn1c(Cc2cccs2)nc2ccccc2c1=O)c1ccc(F)c(F)c1	15%	7.1%	0%	1%	-2%

Of the compounds above, these have an NH in an aromatic ring:
SMILES	influenza NS1A	VEEV TC-83 Vero	M. tuberculosis	PhoP GFP inhibition	M. tuberculosis HTS	others
O=c1[nH]cc(NCc2ccccc2)c(=O)[nH]1	-3%	1.2%	nt	nt	nt
O=C(CSc1nc2[nH]c(=O)[nH]c(=O)c2s1)Nc1cccc(F)c1	-15%	2.4%	51%	nt	33%
Cc1c(C)c2ccc(OC(C)C(=O)N[C@@H](Cc3c[nH]c4ccccc34)C(=O)O)c(C)c2oc1=O (stereo partly drawn)	5%	0.5%	-13%	26%	-6%
CN(C(=O)CN1CCCCCC1)c1c(N)n(Cc2ccccc2)c(=O)[nH]c1=O	-9%	5.3%	2%	nt	-7%
c1ccc(-n2nnnc2NCCc2c[nH]c3ccccc23)cc1	2%	5.4%	28%	8%	7%
Cc1ccc(C(=O)c2oc3ccccc3c2NC(=O)c2cc(-c3ccccc3O)n[nH]2)cc1	3%	3.5%	-9%	-12%	-9%
O=S(=O)(Nc1ncn[nH]1)c1ccc2ccccc2c1	1%	0.7%	9%	-7%	-1%
Cc1onc(-c2ccccc2)c1C(=O)c1c[nH]c(C(=O)NCc2ccccn2)c1	10%	i	-14%	14%	3%
O=C(NCC1CCCO1)C(c1cccs1)N(C(=O)c1ccc(-c2ccccc2)[nH]1)C1CCCC1 (stereo not drawn)	7%	6.1%	29%	-7%	-13%
Cc1cc(C)c2c(=O)[nH]c(SCC(=O)Nc3cccc(S(=O)(=O)N(C)C)c3)nc2n1	-12%	3.0%	-7%	nt	3%
CC(Cc1c[nH]c2ccccc12)NC(N)=O (stereo not drawn)	-5%	0.3%	-4%	-16%	1%
